Screening results (PubChem)
CYP2C9 inhib: human CYP2C9 inhibition. 20% of 96,000 active. inhibition, % at 5 µM. CYP2C9 Supersomes, luciferin-H conversion, luminescence. AID 777;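 active = blocking of liver enzyme CYP2C9 beyond about 50% at 5 µM, limit read from the data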; also: values of inactives mirror those of a sister screen read the other way
Target sequence (P11712 whole entry, looked up): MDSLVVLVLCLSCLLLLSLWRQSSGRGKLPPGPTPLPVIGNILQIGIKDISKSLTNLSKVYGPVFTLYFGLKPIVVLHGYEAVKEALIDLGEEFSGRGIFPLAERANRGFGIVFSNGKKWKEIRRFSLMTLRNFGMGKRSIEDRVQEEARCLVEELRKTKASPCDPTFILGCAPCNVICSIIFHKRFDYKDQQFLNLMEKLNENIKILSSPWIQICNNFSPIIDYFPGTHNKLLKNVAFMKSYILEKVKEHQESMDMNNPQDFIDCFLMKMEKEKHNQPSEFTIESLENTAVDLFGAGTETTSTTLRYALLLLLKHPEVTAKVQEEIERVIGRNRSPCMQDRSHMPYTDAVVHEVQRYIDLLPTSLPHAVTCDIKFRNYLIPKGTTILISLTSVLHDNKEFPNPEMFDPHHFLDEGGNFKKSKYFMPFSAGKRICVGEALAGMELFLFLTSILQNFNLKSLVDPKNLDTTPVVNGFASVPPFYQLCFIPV
HIV Rev-RRE inh: disrupts HIV-1 Rev binding to RRE RNA. P05866. Rev peptide-RRE RNA binding, FRET. inhibition, % at 8 µM. 0.79% of 97,000 active. AID 704;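 active = inhibition above the screen-wide mean plus 3 SD, cut at about 35% in these data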;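 also: 0% = median DMSO wells and 100% = median Neomycin B control wells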
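Probe or stimulus: fluorescein-Rev peptide as binding partner; assay system: Cy5-tagged RRE RNA duplex with fluorescein-tagged Rev peptide; timing: 5 min compound–RNA preincubation, then 15 min with peptide, 25 °C; medium: HEPES pH 7.5 buffer with KCl, MgCl2, NaCl and EDTA; signal: fluorescein-to-Cy5 FRET, 480 nm excitation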
CYP2C9 act: increases human cytochrome P450 2C9 activity; recombinant CYP2C9, luciferin-H conversion, luminescence; hits give high values; factor 1 = untreated enzyme, 0 = blocked; activation factor at 5 µM; 1.4% of 96,000 active; AID 1024;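 active = activation factor of 2 or more for CYP2C9 at a 5 µM dose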;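 also: 0 = sulfaphenazole-blocked wells and 1 = vehicle-only wells; values of inactives mirror those of a sister screen read the other way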
PLK1 inh: inhibitors of human PLK1 kinase | recombinant PLK1 kinase, TR-FRET peptide phosphorylation | inhibition, % at 10 µM | 0.53% of 97,000 active;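 active = inhibition of 50% or more in the single-concentration screen; inactive = inhibition below 50%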;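 also: 0% = DMSO max control and 100% = H-89 dihydrochloride min control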
CYP2C19 inh: blocks human cytochrome P450 2C19. P33261. inhibition, % at 5 µM. 21% of 96,000 active. CYP2C19 Supersomes, luciferin-H EGE luminescence, 30 min;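 active = CYP2C19 inhibition above a set limit at 5 µM in the primary screen, cut at about 50% in these data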;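 also: plate controls were negative control wells for no effect and 2.5 mM tranylcypromine positive control for full effect; values of inactives mirror those of a sister screen read the other way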
Target sequence (P33261 whole entry, looked up): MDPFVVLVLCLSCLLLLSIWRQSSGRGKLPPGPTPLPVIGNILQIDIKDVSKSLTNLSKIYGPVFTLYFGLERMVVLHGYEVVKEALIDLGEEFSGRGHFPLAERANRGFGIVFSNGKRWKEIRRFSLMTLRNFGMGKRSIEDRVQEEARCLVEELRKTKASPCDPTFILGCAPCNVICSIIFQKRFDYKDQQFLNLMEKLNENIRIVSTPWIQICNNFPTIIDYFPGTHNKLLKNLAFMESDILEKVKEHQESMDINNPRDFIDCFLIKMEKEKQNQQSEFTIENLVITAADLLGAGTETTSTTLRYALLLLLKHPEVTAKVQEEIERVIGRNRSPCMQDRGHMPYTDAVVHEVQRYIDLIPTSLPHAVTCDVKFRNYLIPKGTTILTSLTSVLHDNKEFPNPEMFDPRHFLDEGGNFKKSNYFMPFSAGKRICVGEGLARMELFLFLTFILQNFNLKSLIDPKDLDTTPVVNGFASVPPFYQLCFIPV
CYP2C19 act: increases human CYP2C19 enzyme activity; recombinant CYP2C19, luciferin-H EGE luminescence; hits give high values; 0 = fully inhibited enzyme, 1 = untreated enzyme; activation factor at 5 µM; 96,000 tested, under 10 active; AID 1025;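 active = activation factor of at least 2 at 5 µM in the primary screen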;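 also: 0 = wells with 2.5 mM tranylcypromine and 1 = vehicle-only wells; values of inactives mirror those of a sister screen read the other way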
PLAP act: activators of human placental alkaline phosphatase. P05187. purified PLAP enzyme, luminescent substrate read-out; hits give high values. activation fold at 20 µM. 1.2% of 96,000 active; in the data active = activation fold above about 2
EphB4 ephrin blk: blocks human EphB4 binding to ephrin-B2 | inhibition, % at 7 µM | AID 720 | EphB4 LBD / TNYL-RAW-Alexa532 peptide, fluorescence polarization | P54760 | 0.15% of 97,000 active;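 active = inhibition above the screen-wide mean inhibition plus 3 SD, cut at about 15% in these data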;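 also: 0% = DMSO wells and 100% = excess unlabeled TNYL-RAW peptide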
Plk1 PBD FP: Plk1 (human) PBD binding inhibition. P53350. Plk1 PBD phosphopeptide binding, fluorescence polarization. inhibition, %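 (tested at about 20 µM)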. 0.13% of 97,000 active; in the data active = inhibition above about 34%, passing the limit was not always enough
Active calls of the source: *; nt = not tested or not shown. Rows are unselected; 29% or so of the library scored in one or more.

SMILES | CYP2C9 inhib | HIV Rev-RRE inh | CYP2C9 act | PLK1 inh | CYP2C19 inh | CYP2C19 act | PLAP act | EphB4 ephrin blk | Plk1 PBD FP
COc1ccc(CCNC(=O)c2cc(-c3ccccc3OC)on2)cc1OC | -90 | 8 | 1.9 | -10 | 12 | 0.9 | 0.9 | -2 | 4
CN1C(=O)/C(=C2/C=CC=CN2C)OC1=S | -8 | 1 | 1.1 | -10 | -14 | 1.1 | 0.9 | -1 | -10
CCCc1cc(C(=O)Nc2sc(C)c(CC)c2C#N)no1 | -19 | nt | 1.2 | nt | -5 | 1 | 1.2 | nt | nt
CCCCN(CC)S(=O)(=O)c1ccc(C(=O)Nc2nnc(COC)o2)cc1 | 64* | -1 | 0.4 | -19 | -5 | 1 | 1.4 | 1 | -27
Cc1cccc(NC(=O)c2onc3c2CCCC3)c1C | -18 | 8 | 1.2 | -5 | 2 | 1 | 1 | -4 | 4
CCC(=O)Nc1ccc(C(=O)NNC(=O)c2cccs2)cc1 | 2 | 5 | 1 | -7 | -3 | 1 | 0.8 | 12 | 7
COc1ccc(C(=O)Nc2cc(C(F)(F)F)ccc2Cl)cc1OC | -147 | 0 | 2.5* | -6 | 3 | 1 | 0.8 | 4 | 0
Cc1ccc(-n2nnnc2SCc2nnc(-c3ccccc3Br)o2)cc1 | -21 | 9 | 1.2 | -18 | -2 | 1 | 1.4 | -4 | -3
CCOC(=O)N1CCC(n2c(SCC(=O)NCc3ccco3)nc3ccsc3c2=O)CC1 | 63* | 3 | 0.4 | -15 | 22 | 0.8 | 1.3 | 3 | -26
COc1cccc(Oc2coc3c(CN4CCOCC4)c(O)ccc3c2=O)c1 | 30 | 3 | 0.7 | -9 | 4 | 1 | 1.5 | -1 | 3
COCCSc1nnc(NC(=O)Cc2ccccc2OC)s1 | 3 | 6 | 1 | -9 | 14 | 0.9 | 1 | 0 | -28
CSc1cc(-c2ccc(Cl)cc2)c(C(=O)NN)s1 | 65* | 5 | 0.3 | -7 | 70* | 0.3 | 1.1 | 1 | -30
O=P(O)(CCCCP(=O)(O)CCc1ccccc1)CCc1ccccc1 | -12 | nt | 1.1 | nt | -14 | 1.1 | 1 | nt | nt
CC(/C=N/NC(=O)Cc1cccn1C)=C\c1ccco1 | 42 | -1 | 0.6 | -9 | 19 | 0.8 | 1 | 6 | -6
COc1nc(-c2ccc(C)cc2)ccc1-c1noc(-c2cccnc2)n1 | 42 | nt | 0.6 | nt | 27 | 0.7 | 1.5 | nt | nt
CC1CCN(C(=O)C2CCN(S(=O)(=O)c3cccnc3)CC2)CC1 | -14 | 7 | 1.1 | -11 | 10 | 0.9 | 0.9 | 5 | -18
O=C(CN1C(=O)c2ccccc2C1=O)c1ccccc1 | 51* | 6 | 0.5 | -4 | 26 | 0.7 | 1 | 2 | -5
COc1ccc(CNC(=O)c2csc(Cc3ccc(Cl)cc3)n2)cc1 | 62* | 8 | 0.4 | -5 | 57* | 0.4 | 1.2 | 4 | -11
CCCOc1ccc(-c2nc(C#N)c(N3CCN(C)CC3)o2)cc1 | 14 | 2 | 0.9 | 2 | 10 | 0.9 | 1.5 | -5 | 4
Cn1c(Cc2ccccc2)nnc1SCC(=O)Nc1ccc2c(c1)OCO2 | 55* | 2 | 0.5 | -10 | 87* | 0.1 | 0.8 | 5 | 6
CNc1nc(OCC(F)(F)F)nc(N2CCN(C34CC5CC(CC(C5)C3)C4)CC2)n1 | nt | 0 | nt | 4 | nt | nt | nt | 4 | 5
COc1ccc(N2CCN(C(=S)Nc3cccc(C)c3C)CC2)cc1 | -9 | 2 | 1.1 | -11 | -5 | 1 | 1 | 4 | 9
COc1ccc(C(c2c(O)ccc3ccccc23)N2CCOCC2)c(OC)c1 (stereo unspecified) | 93* | 3 | 0.1 | -8 | 87* | 0.1 | 1.6 | -6 | 11
CCOc1ccc(/C(O)=C2\C(=O)C(=O)N(CCOCCO)C2c2ccccc2OC)cc1 (stereo unspecified) | -5 | 4 | 1 | -17 | -14 | 1.1 | 1.1 | 7 | -3
Cc1cc(C)n(-c2ncnc3sc(C)c(C)c23)n1 | -16 | -4 | 1.2 | -15 | 3 | 1 | 1 | -1 | 2

Part of the list above in order of length of the SMILES, descending:
SMILES | CYP2C9 inhib | HIV Rev-RRE inh | CYP2C9 act | PLK1 inh | CYP2C19 inh | CYP2C19 act | PLAP act | EphB4 ephrin blk | Plk1 PBD FP
CCC(=O)Nc1ccc(C(=O)NNC(=O)c2cccs2)cc1 | 2 | 5 | 1 | -7 | -3 | 1 | 0.8 | 12 | 7
Cc1cc(C)n(-c2ncnc3sc(C)c(C)c23)n1 | -16 | -4 | 1.2 | -15 | 3 | 1 | 1 | -1 | 2
Cc1cccc(NC(=O)c2onc3c2CCCC3)c1C | -18 | 8 | 1.2 | -5 | 2 | 1 | 1 | -4 | 4

(continued)
SMILES | CYP2C9 inhib | HIV Rev-RRE inh | CYP2C9 act | PLK1 inh | CYP2C19 inh | CYP2C19 act | PLAP act | EphB4 ephrin blk | Plk1 PBD FP
c1csc(Cc2nn3c(-c4n[nH]c5c4CCC5)nnc3s2)c1 | 15 | 8 | 0.8 | 6 | 2 | 1 | 2.1* | -6 | -15
CCCC1S/C(=N/N=C/c2cccs2)NC1=O (stereo unspecified) | 38 | 4 | 0.6 | -17 | 9 | 0.9 | 1 | 7 | 1
CC(C)CN1C(=O)c2ccc(NC(=O)c3cccs3)cc2C1=O | 29 | 9 | 0.7 | -11 | 23 | 0.8 | 1 | 3 | 14
Cc1ccc(C(=O)NCc2ccc(Cl)c(Cl)c2)o1 | 35 | 5 | 0.7 | 1 | 84* | 0.2 | 0.9 | -6 | -4
OCCSc1ncnc2c1oc1ccccc12 | 22 | 8 | 0.8 | -7 | 22 | 0.8 | 1 | 3 | -30
COc1ccc(S(=O)(=O)N2CCC(C(=O)Nc3ccc4c(c3)OCCO4)CC2)cc1OC | 32 | 6 | 0.7 | -9 | -5 | 1.1 | 0.9 | -7 | -15
CCOc1cc(/C=N/NC(=O)CN2CCOCC2)ccc1OCc1ccc(Cl)cc1 | 43 | 8 | 0.6 | -3 | 26 | 0.7 | 1.3 | 4 | 5
CCn1cc(C2=NC(C)CO2)c2ccccc21 (stereo unspecified) | -13 | 9 | 1.1 | 0 | 1 | 1 | 0.9 | -4 | 7
Cc1ccc(CNC(=O)CCNC(=O)Cn2ccc3ccccc3c2=O)cc1 | -19 | 0 | 1.2 | -15 | 17 | 0.8 | 0.8 | 7 | -33
CCOc1ccc(NC(=O)NCCCn2c(C)nc3cc(C)c(C)cc32)cc1 | 81* | -7 | 0.2 | -6 | 35 | 0.6 | 2.2* | -11 | -29
COCCn1c(SCC(=O)OC(C)C)nnc1-c1ccccc1 | -1 | 4 | 1 | -12 | 36 | 0.6 | 1 | -2 | -13
COC(=O)C1=C(C)N=c2s/c(=C/c3cccs3)c(=O)n2C1c1ccc(F)cc1 (stereo unspecified) | nt | 17 | nt | -17 | nt | nt | nt | -6 | 2
Nc1cccc(-n2nncc2-c2ccccc2)c1 | 0 | 13 | 1 | -8 | 31 | 0.7 | 1.1 | 4 | 13
Cc1ccc(C(=O)Nc2cccc(C(=O)NCc3ccco3)c2)cc1 | 83* | -2 | 0.2 | -12 | 12 | 0.9 | 0.8 | 1 | 7
Cc1cc2nncn2c2ccccc12 | -3 | 7 | 1 | -5 | -3 | 1 | 1.3 | -4 | 18
Cc1cc(NC(=O)c2ccc(Br)c(S(=O)(=O)N3CCCC3)c2)no1 | -6 | 2 | 1.1 | -5 | -9 | 1.1 | 1 | 4 | -2
CCCCCn1c(CN2CCCCC2CC)nc2c1c(=O)n(C)c(=O)n2C (stereo unspecified) | 8 | nt | 0.9 | nt | -2 | 1 | 1.3 | nt | nt
CCSc1nnc(N)s1 | 14 | 8 | 0.9 | 3 | 9 | 0.9 | 0.9 | -1 | -20
CCNS(=O)(=O)c1cc(S(C)(=O)=O)ccc1Cl | -69 | 5 | 1.7 | -12 | 3 | 1 | 0.9 | -5 | -21
CCOc1ccc(C(=O)NC(Cc2ccccc2)C(=O)OC)cc1 (stereo unspecified) | 23 | 6 | 0.8 | 3 | 30 | 0.7 | 1 | 1 | 12
COc1ccc(/C=C2\CCCC3C2=NN(C(=O)c2scnc2C)C3c2ccc(OC)cc2)cc1 (stereo unspecified) | 83* | -6 | 0.2 | -13 | 33 | 0.7 | 1.7 | 1 | 1
Cc1nc(CSc2nnc3scc(-c4ccccc4)n23)cs1 | 9 | 8 | 0.9 | 8 | 23 | 0.8 | 1 | 5 | 25
CCc1cccc(NC(=O)C2CCCC2)c1 | 6 | 0 | 0.9 | -10 | 24 | 0.8 | 0.9 | -2 | 1
CCCCc1cc2c(c(NC(C)=O)n1)c(=O)oc1ccccc12 | 13 | 9 | 0.9 | -16 | -6 | 1.1 | 0.9 | 3 | -7
COc1ccc(OC)c(N(CC(=O)NCCSc2ccccc2)S(C)(=O)=O)c1 | 90* | 5 | 0.1 | -8 | 94* | 0.1 | 1.5 | 1 | -13
Cc1ccc(NC(=O)c2cnccn2)c(OC(F)F)c1 | -25 | -4 | 1.2 | -9 | 14 | 0.9 | 0.9 | -6 | -18
COc1ccc(CCNC(=O)c2ccncc2)cc1OC | 43 | 4 | 0.6 | -10 | 64* | 0.4 | 1.2 | -11 | -20

Entries listed so far containing an aryl thioether with sulfur outside any ring (ten):
SMILES | CYP2C9 inhib | HIV Rev-RRE inh | CYP2C9 act | PLK1 inh | CYP2C19 inh | CYP2C19 act | PLAP act | EphB4 ephrin blk | Plk1 PBD FP
Cc1ccc(-n2nnnc2SCc2nnc(-c3ccccc3Br)o2)cc1 | -21 | 9 | 1.2 | -18 | -2 | 1 | 1.4 | -4 | -3
CCOC(=O)N1CCC(n2c(SCC(=O)NCc3ccco3)nc3ccsc3c2=O)CC1 | 63* | 3 | 0.4 | -15 | 22 | 0.8 | 1.3 | 3 | -26
COCCSc1nnc(NC(=O)Cc2ccccc2OC)s1 | 3 | 6 | 1 | -9 | 14 | 0.9 | 1 | 0 | -28
CSc1cc(-c2ccc(Cl)cc2)c(C(=O)NN)s1 | 65* | 5 | 0.3 | -7 | 70* | 0.3 | 1.1 | 1 | -30
Cn1c(Cc2ccccc2)nnc1SCC(=O)Nc1ccc2c(c1)OCO2 | 55* | 2 | 0.5 | -10 | 87* | 0.1 | 0.8 | 5 | 6
OCCSc1ncnc2c1oc1ccccc12 | 22 | 8 | 0.8 | -7 | 22 | 0.8 | 1 | 3 | -30
COCCn1c(SCC(=O)OC(C)C)nnc1-c1ccccc1 | -1 | 4 | 1 | -12 | 36 | 0.6 | 1 | -2 | -13
CCSc1nnc(N)s1 | 14 | 8 | 0.9 | 3 | 9 | 0.9 | 0.9 | -1 | -20
Cc1nc(CSc2nnc3scc(-c4ccccc4)n23)cs1 | 9 | 8 | 0.9 | 8 | 23 | 0.8 | 1 | 5 | 25
COc1ccc(OC)c(N(CC(=O)NCCSc2ccccc2)S(C)(=O)=O)c1 | 90* | 5 | 0.1 | -8 | 94* | 0.1 | 1.5 | 1 | -13
